Rad51 HR inh – blocks human Rad51 in homologous recombination; hRad51 DNA strand exchange, fluorescence dequenching; Q06609; inhibition, % at 10 µM; actives 0.085% (n = 200,000);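 active = inhibition above 40% at the single screening dose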;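 also: 0% = DMSO control wells and 100% = blanks with heterologous ssDNA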
Target sequence (Q06609 whole entry, looked up): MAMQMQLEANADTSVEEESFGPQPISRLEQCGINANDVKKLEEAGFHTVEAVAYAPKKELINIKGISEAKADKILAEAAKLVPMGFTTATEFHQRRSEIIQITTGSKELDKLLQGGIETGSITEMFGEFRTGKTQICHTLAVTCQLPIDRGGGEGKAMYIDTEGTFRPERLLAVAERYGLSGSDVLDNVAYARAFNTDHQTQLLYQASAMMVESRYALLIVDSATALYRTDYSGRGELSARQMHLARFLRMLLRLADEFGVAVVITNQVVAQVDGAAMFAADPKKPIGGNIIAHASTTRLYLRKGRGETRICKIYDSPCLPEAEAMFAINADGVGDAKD
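Test system: preformed human Rad51 ssDNA filaments. Compound dosing: single dose, 10 µM final compound. Incubation: filaments 15 min 37 °C, then compound 30 min. Technique: FRET fluorescence dequenching, excitation 485 nm, emission 520 nm. Read-out basis: percent inhibition from fluorescence, normalised to plate control and blank means. Benchmarks: plate controls and plate blanks.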
L929 necroptosis – L929 zVAD cell death inhibition | actives 0.38% (n = 220,000) | viability rescue, % at 10 µM | L929 zVAD necroptosis rescue, ATP luminescence, 24 h; with zVAD 60 µM | AID 1377;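 active = activation, scaled between plate controls, above about 75%, limit read from the data; inactive = activation under that limit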;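 also: 0% = zVAD with DMSO and 100% = DMSO alone without zVAD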
Calpain2 inh – inhibitors of pig calpain II. purified calpain II, fluorogenic peptide substrate, 30 min. inhibition, % at 16 µM. actives 0.37% (n = 220,000);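 active = inhibition above about 50%, limit read from the data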
EBV gp42 block – blocks Epstein-Barr virus glycoprotein 42 binding | Q1HVG2 | Fluorescence polarization binding assay, mP read-out | inhibition, % (tested at 21.74 µM) | actives 0.42% (n = 220,000); in the data active = inhibition above about 50%
Target sequence (Q1HVG2 whole entry, looked up): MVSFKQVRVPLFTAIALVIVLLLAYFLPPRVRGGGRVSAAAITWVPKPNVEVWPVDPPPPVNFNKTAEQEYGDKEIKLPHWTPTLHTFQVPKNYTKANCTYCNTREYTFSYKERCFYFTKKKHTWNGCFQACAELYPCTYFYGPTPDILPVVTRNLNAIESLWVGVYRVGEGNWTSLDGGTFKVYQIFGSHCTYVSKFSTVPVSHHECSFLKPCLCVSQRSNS
TNF death inh – TNF-alpha cell death inhibition in Jurkat FADD-/- cells | Jurkat FADD-/- TNF necroptosis rescue, ATP luminescence, 24 h; 0 = TNF only, 100 = no-TNF cells | activation (protection from cell death), % at 10 µM | actives 0.068% (n = 220,000) | AID 463075;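 active = activation, meaning protection from cell death, of at least 50% relative to plate controls; inactive = activation below 50%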;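 also: necroptosis triggered by 40 ng/mL TNF-alpha added together with compound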
Mdm2 ligase inh – inhibitors of human Mdm2 E3 ubiquitin ligase; actives 0.11% (n = 210,000); signal enhancement, % at 5 µM; Q00987; cell-based MDM2 ubiquitination luciferase reporter, 2 h; 0 = plate control, 100 = twice control, blank-subtracted;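 active = signal enhancement of 30% or more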;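 also: luminescence tracks abundance of the self-degrading MDM2-luciferase fusion protein; higher signal means inhibition of MDM2 E3 ligase activity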
Target sequence (Q00987 whole entry, looked up, the tested form may be a part): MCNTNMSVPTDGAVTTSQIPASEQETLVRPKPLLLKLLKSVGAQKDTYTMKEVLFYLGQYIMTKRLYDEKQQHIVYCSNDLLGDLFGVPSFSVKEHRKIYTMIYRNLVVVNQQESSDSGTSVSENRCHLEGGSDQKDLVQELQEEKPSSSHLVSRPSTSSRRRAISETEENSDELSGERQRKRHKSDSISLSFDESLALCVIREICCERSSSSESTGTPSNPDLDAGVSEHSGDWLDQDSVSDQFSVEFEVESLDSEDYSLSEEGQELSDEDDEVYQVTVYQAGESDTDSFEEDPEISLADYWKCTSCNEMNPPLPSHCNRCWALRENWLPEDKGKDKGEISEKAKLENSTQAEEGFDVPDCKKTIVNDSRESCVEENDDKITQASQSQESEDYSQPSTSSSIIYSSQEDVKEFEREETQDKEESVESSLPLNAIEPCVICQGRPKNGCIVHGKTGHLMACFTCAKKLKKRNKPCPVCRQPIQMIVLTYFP
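Timing – 2 h compound exposure at 37 °C · Assay system – mammalian cells stably expressing self-ubiquitinating, self-degrading MDM2 E3–luciferase fusion · Amount – 2000 cells seeded into each well · Measure – % luminescence enhancement versus blank-corrected plate control mean · Measured by – SteadyLite luminescence, 15 min reagent step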
PERK inhibitor – inhibitors of human PERK kinase; CHO PERK-DD fusion, SEAP luminescence translation reporter; Q9NZJ5; AID 1416; actives 0.17% (n = 220,000); inhibition, % at 5.6 µM;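 active = inhibition above the mean inhibition of all tested compounds plus 3 SD, set separately per screening campaign, cut at about 2.9% in these data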;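 also: PERK kinase domain activated by AP20187 dimerizer at 100 nM; 0% = DMSO with dimerizer and 100% = rapamycin at 8.4 µM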
KCC2 mod – KCC2 (human) Cl- transport modulation | AID 1456 | B-score of Tl+ flux slope (higher = more flux/activation; lower = inhibition) at 10 µM | Q9H2X9 | KCC2 cells, thallium flux FluoZin-2 fluorescence | actives 2.2% (n = 190,000);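 active = thallium flux slope and its plate-corrected score both differing from the plate sample mean at a set confidence after two filtering rounds, in either direction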;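 also: slope of fluorescence scaled to starting intensity during 10 to 20 s after thallium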
eIF4E 4G PPI – blocks eIF4E binding to eIF4G; P63073+Q04637; TR-FRET eIF4E-eIF4GI(517-606) binding, 2 h; inhibition, % at 21.7 µM; actives 0.37% (n = 220,000); AID 782;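 active = inhibition above about 30%, limit read from the data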;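 also: 0% = full FRET control wells and 100% = background wells lacking eIF4GI fragment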
The depositor's hits bear a star; i = inactive; . = no result given; [ ] = remark or other dose.

SMILES	Rad51 HR inh	L929 necroptosis	Calpain2 inh	EBV gp42 block	TNF death inh	Mdm2 ligase inh	PERK inhibitor	KCC2 mod	eIF4E 4G PPI
O=C1c2cc(Cl)ccc2OC2(CCNCC2)C12CC(c1ccc(Cl)cc1)=NO2 (centres undefined)	-4	1.1	16	-9	2.5	0	.	1.9	1
CC1C(=O)O[C@@H]2C[C@@H](C)[C@@H]3CCC(=O)[C@@]3(C)[C@@H](O)[C@H]12 (some centres undefined)	1	1.1	-13	-11	0.6	-2	.	0.36	-2
O=S(=O)(Nc1nc2ccccc2nc1NCc1ccco1)c1cccs1	-6	0.1	13	-6	-3.9	0	0.0	-1.4	-2
CC(=O)Oc1ccc(-c2cccc(C(=O)NCCO)c2)cc1	16	0.3	-9	-14	-2.3	-4	-0.2	-0.78	0
C=C(C)CSc1nnc(-c2ccc(OC)c(OC)c2)n1N	-6	1.3	-16	-4	0.3	-10	0.8	.	-12
CCOC(=O)c1c(C)n(C)c2c(C)cc(O)c(OC(=O)CC)c12	-8	1.0	-32	8	-2.2	-14	1.8	.	3
CCOC(=O)c1cn(CC)c2cc(F)c(F)cc2c1=O	11	-0.3	-4	-5	0.2	-10	0.8	-0.14	2
CCOC(=O)c1nn(-c2ccc3c(c2)OCCO3)cc1O	-4	3.0	-302	-21	-1.8	-8	1.3	0.21	4
CCN(CC)CCSc1nnc2c3cc(C)ccc3n(Cc3ccccc3)c2n1	18	-0.3	29	-1	-7.1	-13	-2.0	2.4	-1
CC(=O)N(C)c1ccc(NC(=O)C(F)(F)F)cc1	-4	0.0	-1	-57	-1.4	.	0.5	-0.037	1
CCn1c(COc2ccccc2)nnc1SCC(=O)NCc1ccco1	1	1.1	-14	2	0.6	-4	0.8	0.014	-6
CCOC(=O)C1=C(N)Oc2cc(O)ccc2C1c1cccc([N+](=O)[O-])c1 (centres undefined)	13	0.8	-3	15	-3.1	5	1.6	-1.6	-4
Cn1ncc2c(Nc3ccc(O)cc3)nc(Cl)nc21	-4	13	-3	-7	-1.1	-8	1.3	-0.47	0
COc1ccc(OCC(=O)N/N=C(\C)c2cc3ccccc3o2)cc1	-34	.	17	-1	0.6	-9	0.0	i	4
CNc1nc(OCCNC(=O)Nc2ccccc2)nc(N2CCOCC2)n1	-9	1.2	-48	-7	1.5	-8	0.3	1.3	7[fluorescence artefact?]
CN1CCN(C(=O)c2cc(-c3ccccc3)on2)CC1	8	0.1	-2	-14	0.1	-15	1.1	-0.078	7
NNC(=O)c1ccc(COc2ccc3ccccc3c2)o1	-3	0.5	6	-6	0.5	-8	0.3	-1.2	5
CC(NC(=O)Cn1cc(C(F)(F)F)ccc1=O)c1ccc(F)cc1 (centres undefined)	-3	1.8	-26	-10	0.8	-2	0.3	0.052	4
Cc1cccc(C)c1OCC(O)Cn1nnc2ccccc21 (centres undefined)	2	-0.1	-5	-4	-0.7	-9	-0.7	-1.2	12
C[C@@H](CN1C2=NC[C@H](Cc3ccc(O)cc3)N2C[C@H]1Cc1ccc(O)cc1)NC(=O)CCC1CCCCC1	-7	0.1	-8	-14	0.9	.	1.6	-2.1	3
COCC(=O)N1CCN(c2cccc(Cl)c2)CC1	-33	1.1	1	6	-0.6	-14	1.0	0.79	-1
CCOC(=O)CCSc1nc(-c2ccc3c(c2)OCO3)cc(C(F)(F)F)c1C#N	6	1.3	-324	-20	0.8	-19	1.7	.	-17[fluorescence artefact?]
CNC(=O)C1CC(=O)N(Cc2ccccc2)C(=Nc2ccc(OC)cc2)S1 (centres undefined)	4	1.4	-16	-2	-0.4	-2	0.2	.	-3
Cc1nc2ccccn2c1P(=Nc1ccccc1)(N(C)C)N(C)C	0	-0.5	2	1	-1.1	-7	1.8	-0.092	3
CCc1[nH]nc(C(=O)N2CCCC(CCC(=O)N3CCN(c4ccccn4)CC3)C2)c1C (centres undefined)	-17	0.1	-22	-12	0.4	-3	0.2	.	0
O=C1CNC(=O)/C1=C/c1ccc(Br)cc1	11	-0.5	1	-15	0.3	-21	0.3	0.73	5
COc1cc(NC(=O)c2ccnnc2)cc(C(=O)Nc2cccc(C(F)(F)F)c2)c1	6	1.9	-19	-9	6.3	-7	.	-0.27	-6
O=C(Nc1ccc(F)cc1)C(c1ccccc1)N1CCN(S(=O)(=O)c2ccccc2)CC1 (centres undefined)	9	3.0	-15	-41	3.1	-15	-0.2	-2	-3[fluorescence artefact?]
CCCC1CC(C)(C(=O)CSc2n[nH]c(-c3ccccc3)n2)OC1=O (centres undefined)	-2	-0.5	-21	-13	0.5	-6	0.7	-1.6	9
CC(=O)C1=C(C)OC(N)=C(C#N)C1c1cc([N+](=O)[O-])ccc1Cl (centres undefined)	17	1.8	15	-10	-22	3	0.0	.	3
CCc1ccc2c(CC(=O)Nc3nnc(C4CC4)s3)coc2c1	-2	-0.3	-27	-17	0.4	-4	0.9	-0.18	1
O=C(Nc1cccc(O)c1)c1cnn2cccnc12	-10	0.1	15	0	-2.2	-25	1.3	-0.084	-2
O=C(CCCC(=O)NCC1CCCO1)NCC1CCCO1 (centres undefined)	5	-1.4	13	-4	1.2	1	1.6	1.4	3[fluorescence artefact?]
CC(C)(C)C(=O)NC(=S)Nc1cccc(C(=O)O)c1	.	0.3	-26	-4	0.1	.	1.5	0.6	1
CCCCCc1cc(O)c2c(C)cc(=O)oc2c1	6	0.2	31	5	-5.2	15	-0.4	0.041	6
N=C1/C(=C/c2cccn2Cc2ccc(F)cc2)C(=O)N=C2SC=CN12	1	1.8	-107	-10	0.4	2	-0.4	1.9	12
COc1ccccc1N1CCN(C2=Nc3cccc4cccc2c34)CC1	-10	1.4	14	7	3.5	-30	-0.9	0.025	2
CSc1cc(-c2ccccc2)n(Cc2c(Cl)cccc2Cl)c(=O)c1C#N	6	-0.5	1	-8	-6.7	-8	0.0	.	0
CC(C)Sc1nc2c(c(=O)[nH]c(=O)n2C)n1Cc1ccc(Cl)cc1	-7	1.5	-1	-22	-3.8	-4	0.4	-0.25	10
CCCNC(=S)N(Cc1ccccc1)Cc1nc2ccccc2c(=O)[nH]1	.	0.0	-40	-4	1.8	-6	-0.1	-1.5	0
O=C(NNC(=S)Nc1ccccc1)C1CC1	-2	0.7	13	2	0.2	5	1.0	0.075	14
O=C(COc1ccccc1)NCC(=O)NC1=NCCS1	8	0.0	30	-24	-1.4	-9	-0.6	-0.57	5[fluorescence artefact?]
Cn1c(N)c(C(=O)COC(=O)C2(c3ccccc3F)CCCC2)c(=O)n(C)c1=O	25	-0.6	-27	-20	-2.7	-6	-0.6	.	5
COc1ccc(-c2csc(N(Cc3ccco3)C(=O)c3cccs3)n2)cc1	-11	0.4	-20	-23	1.3	.	0.6	.	-5
O=C(O)c1cc(N2C(=O)C3CCCCC3C2=O)ccc1NCc1cccnc1 (centres undefined)	-38	1.7	-86	-12	1.1	-1	0.0	-0.69	1
CCn1c(=O)c(C(=O)CN(C)Cc2ccc(F)cc2)c(N)n(Cc2ccccc2)c1=O	12	-0.9	3	-14	1.7	-10	0.0	.	4
c1ccc(-c2ccc(OCCCn3cncn3)cc2)cc1	9	0.3	7	-5	-1.9	-11	-0.9	.	1
O=Cc1cccn1-c1ccccc1	1	0.4	-6	-19	5.0	-50	.	-0.3	-18
O=C(O)COc1ccc2c(c1)OCCO2	1	0.0	9	-12	-1.7	-8	1.0	-0.01	-3
CCOC(=O)c1ccc(NS(=O)(=O)c2cccc3nsnc23)cc1	-1	-0.1	-1	-1	-1.0	6	0.8	-0.54	8

Reformatted with two lines to a compound: entries from further up
Below each compound: Rad51 HR inh, L929 necroptosis, Calpain2 inh, EBV gp42 block, TNF death inh, Mdm2 ligase inh, PERK inhibitor, KCC2 mod, eIF4E 4G PPI
O=C(O)c1cc(N2C(=O)C3CCCCC3C2=O)ccc1NCc1cccnc1 (centres undefined)
  -38, 1.7, -86, -12, 1.1, -1, 0.0, -0.69, 1
CCn1c(=O)c(C(=O)CN(C)Cc2ccc(F)cc2)c(N)n(Cc2ccccc2)c1=O
  12, -0.9, 3, -14, 1.7, -10, 0.0, ., 4

Next part
SMILES	Rad51 HR inh	L929 necroptosis	Calpain2 inh	EBV gp42 block	TNF death inh	Mdm2 ligase inh	PERK inhibitor	KCC2 mod	eIF4E 4G PPI
CCN(c1ccccc1)S(=O)(=O)c1ccc(C(=O)NCC(c2cccs2)N(C)C)cc1 (centres undefined)	33	1.3	-5	-24	4.0	-5	0.4	0.16	8
CCCCn1c(SCc2nc(N)nc(Nc3ccccc3C)n2)nc2ccccc2c1=O	9	0.0	-33	-23	-7.9	-5	-1.4	1.1	-16
O=C(CN1CCN(C(=O)C2COc3ccccc3O2)CC1)Nc1ccc(F)cc1 (centres undefined)	18	0.8	-3	-7	5.3	-8	1.6	-0.57	4
CCN(CC)S(=O)(=O)c1cccc(-c2nnc(SCC(N)=O)n2N)c1	-29	-0.1	-1	-25	-0.4	.	1.1	0.074	-6
CC(C)(C)NS(=O)(=O)c1ccc(NC(=O)NC2CCCCC2)cc1	-3	1.5	-9	-6	-0.4	0	0.7	.	0
Cc1ccc(OCCn2nc3ccccc3n2)c(C)c1	3	0.1	-32	-2	0.0	0	1.3	.	4
CC(C)C(NC(=O)C1CCCCC1)C(=O)Nc1ccc2c(c1)OCCO2 (centres undefined)	-5	4.0	31	4	-0.3	-17	1.8	.	-2
O=S(=O)(NCC1CC1)c1cccc(S(=O)(=O)N2CCCC2)c1	2	-0.2	11	-6	1.4	-6	-0.3	-0.86	-3
COc1ccccc1OCCNS(=O)(=O)c1ccc2oc3ccccc3c2c1	-4	1.2	21	2	0.5	-20	0.7	-2.1	0
COc1ccccc1NC(=S)NC(=O)CC(C)C	3	0.0	20	-10	-1.9	-14	0.0	0.6	4[fluorescence artefact?]

Gathered by group, those above with fluorine.
SMILES	Rad51 HR inh	L929 necroptosis	Calpain2 inh	EBV gp42 block	TNF death inh	Mdm2 ligase inh	PERK inhibitor	KCC2 mod	eIF4E 4G PPI
CCOC(=O)c1cn(CC)c2cc(F)c(F)cc2c1=O	11	-0.3	-4	-5	0.2	-10	0.8	-0.14	2
CC(=O)N(C)c1ccc(NC(=O)C(F)(F)F)cc1	-4	0.0	-1	-57	-1.4	.	0.5	-0.037	1
CC(NC(=O)Cn1cc(C(F)(F)F)ccc1=O)c1ccc(F)cc1 (centres undefined)	-3	1.8	-26	-10	0.8	-2	0.3	0.052	4
CCOC(=O)CCSc1nc(-c2ccc3c(c2)OCO3)cc(C(F)(F)F)c1C#N	6	1.3	-324	-20	0.8	-19	1.7	.	-17[fluorescence artefact?]
COc1cc(NC(=O)c2ccnnc2)cc(C(=O)Nc2cccc(C(F)(F)F)c2)c1	6	1.9	-19	-9	6.3	-7	.	-0.27	-6
O=C(Nc1ccc(F)cc1)C(c1ccccc1)N1CCN(S(=O)(=O)c2ccccc2)CC1 (centres undefined)	9	3.0	-15	-41	3.1	-15	-0.2	-2	-3[fluorescence artefact?]
N=C1/C(=C/c2cccn2Cc2ccc(F)cc2)C(=O)N=C2SC=CN12	1	1.8	-107	-10	0.4	2	-0.4	1.9	12
Cn1c(N)c(C(=O)COC(=O)C2(c3ccccc3F)CCCC2)c(=O)n(C)c1=O	25	-0.6	-27	-20	-2.7	-6	-0.6	.	5
CCn1c(=O)c(C(=O)CN(C)Cc2ccc(F)cc2)c(N)n(Cc2ccccc2)c1=O	12	-0.9	3	-14	1.7	-10	0.0	.	4
O=C(CN1CCN(C(=O)C2COc3ccccc3O2)CC1)Nc1ccc(F)cc1 (centres undefined)	18	0.8	-3	-7	5.3	-8	1.6	-0.57	4
